Assay outcomes deposited in PubChem by National Center for Advancing Translational Sciences (NCATS).
UDG counter = counter-screen for AID inhibitors: uracil-DNA glycosylase inhibition; FRET deamination/UDG coupled assay, UDG read, 4 h; Potency, µM (top dose mostly 115 µM), for inactives: at the highest dose activity change, negative = inhibition, usual class: inhibitors; hit rate 0.14% among 91,000; AID 1347430; note: nearly all actives have a fitted effect of over 65% in size
AID inh = blocks human AID cytidine deaminase activity; Potency, µM (doses to about 115 µM), without a hit: at the highest dose activity change, negative = inhibition, hits mostly inhibitors; Q9GZX7; AID deamination FRET fluorescence, UDG-coupled, 4 h; AID 1347428; hit rate 0.32% among 91,000; note: nearly all actives have a fitted effect of over 25% in size
Target sequence (Q9GZX7 whole entry, looked up): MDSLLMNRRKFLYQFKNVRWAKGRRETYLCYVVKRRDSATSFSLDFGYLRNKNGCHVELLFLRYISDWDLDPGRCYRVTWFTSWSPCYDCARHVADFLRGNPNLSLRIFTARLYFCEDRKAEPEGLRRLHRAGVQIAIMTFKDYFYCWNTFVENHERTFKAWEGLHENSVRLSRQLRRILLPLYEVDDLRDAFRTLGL
* = called active by the depositor; [ ] = dose if it differs, or a comment. Calls come from the whole dose curve; as a rule, active = well fitted curve in the direction sought with a large enough effect; inconclusive = small, poorly fitted or top-dose-only effect, or another doubt; inactive = no such curve, though single readings can be large; an effect the other way counts as inactive or inconclusive. % is set by controls: 0 for no effect and ±100 for the full control effect; potency is the fitted concentration of half-maximal effect. These rows are one share of the data; the hit share may differ from the screen's.

Results for CCN1CCN(C(c2ccc(SC)cc2)c2c(O)cc(C)n(Cc3ccco3)c2=O)CC1 (configuration not stated) ?
UDG counter: 0%; AID inh: 6%

Results for Cc1nc2sc(C)c(C)n2c(=O)c1S(=O)(=O)NCCc1ccc(Cl)cc1 ?
UDG counter: 0%; AID inh: 10%

How did CCc1ccc(NC(=O)c2ccc3c(c2)c(C)c(C)n3Cc2ccccc2)cc1 do in these assays?
UDG counter: 33%[activator]; AID inh: 3%

What do the screens show for `CCOc1ccc(NC(=O)N(Cc2ccc(CC)cc2)Cc2cn[nH]c2-c2ccc(OC)cc2)cc1`?
UDG counter: inconclusive; AID inh: inconclusive

What do the screens show for `Cc1ccc(NC(=O)C2=C(c3ccccc3)NC(=S)NC2c2ccc(Cl)cc2)cc1` (configuration not stated)?
UDG counter: 5%; AID inh: -7%

Results for COc1ccc(NCc2cc3cc4c(cc3n(CC(=O)Nc3ccc(C)c(C)c3)c2=O)OCO4)cc1 ?
UDG counter: -13%; AID inh: 191%[activator]

Results for O=C(COCc1cc(-c2ccc3c(c2)OCO3)on1)N1CCN(c2cccc(Cl)c2)CC1 ?
UDG counter: inconclusive; AID inh: 14%

How did CCN(CC)CCCNC(=O)c1c2c(nc3ccccc13)C(=O)N(C1CCCCC1)C2 do in these assays?
UDG counter: 12%; AID inh: 16%

How did CCn1cc(/C=C(\NC(=O)c2cc(OC)c(OC)c(OC)c2)C(=O)N2CCOCC2)c2ccccc21 do in these assays?
UDG counter: 2%; AID inh: -2%

Results for CC(C#N)OC(=O)c1ccc(CNC(=O)OC(C)(C)C)cc1 (configuration not stated) ?
UDG counter: -14%; AID inh: -6%

What do the screens show for `CCCNS(=O)(=O)c1ccc(OCC(=O)NCc2cccnc2)cc1`?
UDG counter: 2%; AID inh: 3%

How did O=C1Nc2ccccc2Oc2cc(Oc3cccc(Cl)c3)ccc21 do in these assays?
UDG counter: 9%; AID inh: 31%[activator]

How did CCCOCc1cc(CN2CCN(c3ccccc3OC)CC2)c(O)c2ncccc12 do in these assays?
UDG counter: -7%; AID inh: 47%[activator]

How did CSc1ccc(Cl)c(C(=O)Nc2c(C)cc(C)cc2Cl)c1 do in these assays?
UDG counter: -2%; AID inh: -4%

Results for COC(=O)CNC(=O)c1ccc(CSC)cc1 ?
UDG counter: 5%; AID inh: 3%

Results for Cc1ccc(C(=O)N2CCCCC2CCN2CCCCC2)cc1 (configuration not stated) ?
UDG counter: 2%; AID inh: 22%

What do the screens show for `COC(=O)c1ccc(NC(=O)c2c(NCc3cccc(F)c3)sc3c2CCCC3)cc1`?
UDG counter: 10%; AID inh: 23%

How did COc1ccc(C2=NN(C(=O)c3cccs3)C(c3ccc4nccnc4c3)C2)cc1OC (configuration not stated) do in these assays?
UDG counter: -3%; AID inh: -22%

What do the screens show for `Cc1ccc(C(=O)NC2CCCc3ccccc32)c(C)c1` (configuration not stated)?
UDG counter: 6%; AID inh: -3%

What do the screens show for `Cc1noc(C)c1COc1ccc(C(=O)N2CCN(CC(=O)N3CCCC3)CC2)cc1`?
UDG counter: -2%; AID inh: 4%

What do the screens show for `CCn1c(CCCOc2ccc(Cl)cc2C)n[nH]c1=S`?
UDG counter: 1%; AID inh: -5%

Results for CCOC(=O)c1cc(C)n(CC2CCC(C(=O)Nc3ccc(Cl)cc3)CC2)c1C (configuration not stated) ?
UDG counter: -24%; AID inh: -7%

Results for C[C@](N)(Cc1ccc(O)cc1)C(=O)O ?
UDG counter: 1%; AID inh: 2%

What do the screens show for `Cc1nnc(NC(=O)CSc2nccn2Cc2ccc(F)cc2)s1`?
UDG counter: -5%; AID inh: -3%

What do the screens show for `CC1(C)CC(=O)C2=C(C1)OC(N)=C(C#N)C2c1cccc(O)c1` (configuration not stated)?
UDG counter: -7%; AID inh: -8%

Results for Cc1ccc(NC(=O)C=C2CCCCC2)cc1 ?
UDG counter: -5%; AID inh: -6%

What do the screens show for `COc1ccc(-c2nc3c(c(SCC(=O)Nc4ccc(C(=O)O)cc4)n2)Cc2ccccc2O3)cc1`?
UDG counter: -3%; AID inh: inconclusive

How did CCc1c(C(=O)NCCc2ccc(N3CCCCC3)cc2)[nH]c2ccc(Cl)cc12 do in these assays?
UDG counter: 0%; AID inh: 0%

What do the screens show for `Cc1ccc(CN2C(=O)c3ccccc3S(=O)(=O)c3ccc(C(=O)OCC4CCCO4)cc32)cc1` (configuration not stated)?
UDG counter: -10%; AID inh: inconclusive

How did Cc1cnc(C(=O)OCc2ccccc2Cl)cn1 do in these assays?
UDG counter: 4%; AID inh: -4%

What do the screens show for `Cc1ccc(C(=O)Nc2nnc(S(=O)(=O)N3CCCCCC3)s2)cc1`?
UDG counter: 1%; AID inh: 42%[activator]

What do the screens show for `CCc1ccccc1NC(=O)c1cc2cccc(OC)c2oc1=O`?
UDG counter: 1%; AID inh: -2%

How did CS(=O)Cc1cccc(C(=O)Nc2nc(-c3ccccn3)cs2)c1 (configuration not stated) do in these assays?
UDG counter: -11%; AID inh: 31%[activator]

Results for Cc1nc(C2(NC(=O)CCn3c(=O)oc4ccccc43)CCCCC2)no1 ?
UDG counter: -4%; AID inh: 11%

What do the screens show for `COCCCNC(=O)C1CCN(c2nc3ccc(Cl)cc3[nH]2)CC1`?
UDG counter: 0%; AID inh: 5%

What do the screens show for `O=C1CSC2(C(=O)Nc3ccccc32)N1c1cc(Cl)cc(Cl)c1` (configuration not stated)?
UDG counter: -3%; AID inh: -12%

What do the screens show for `CC(=O)Nc1nonc1-c1nnc(SCc2ccccc2C)n1C`?
UDG counter: 12%; AID inh: 7%

Results for Cc1c(C(=O)N(Cc2cccc(F)c2)C2CCS(=O)(=O)C2)oc2cc(Br)ccc12 (configuration not stated) ?
UDG counter: -14%; AID inh: inconclusive

What do the screens show for `COc1ccc(C2c3c(-c4ccccc4O)n[nH]c3C(=O)N2CCCO)cc1OC` (configuration not stated)?
UDG counter: 3%; AID inh: 4%

Results for COc1cc(/C=C(/C#N)c2nc3ccccc3[nH]2)ccc1OCCc1ccccc1 ?
UDG counter: 11%; AID inh: -9%

As a working copy, some entries already given:
What do the screens show for `CC1(C)CC(=O)C2=C(C1)OC(N)=C(C#N)C2c1cccc(O)c1` (configuration not stated)?
UDG counter: -7%; AID inh: -8%

Results for Cc1ccc(NC(=O)C=C2CCCCC2)cc1 ?
UDG counter: -5%; AID inh: -6%

What do the screens show for `COc1ccc(-c2nc3c(c(SCC(=O)Nc4ccc(C(=O)O)cc4)n2)Cc2ccccc2O3)cc1`?
UDG counter: -3%; AID inh: inconclusive

How did CCc1c(C(=O)NCCc2ccc(N3CCCCC3)cc2)[nH]c2ccc(Cl)cc12 do in these assays?
UDG counter: 0%; AID inh: 0%

What do the screens show for `Cc1ccc(CN2C(=O)c3ccccc3S(=O)(=O)c3ccc(C(=O)OCC4CCCO4)cc32)cc1` (configuration not stated)?
UDG counter: -10%; AID inh: inconclusive

How did Cc1cnc(C(=O)OCc2ccccc2Cl)cn1 do in these assays?
UDG counter: 4%; AID inh: -4%

What do the screens show for `Cc1ccc(C(=O)Nc2nnc(S(=O)(=O)N3CCCCCC3)s2)cc1`?
UDG counter: 1%; AID inh: 42%[activator]

What do the screens show for `CCc1ccccc1NC(=O)c1cc2cccc(OC)c2oc1=O`?
UDG counter: 1%; AID inh: -2%

How did CS(=O)Cc1cccc(C(=O)Nc2nc(-c3ccccn3)cs2)c1 (configuration not stated) do in these assays?
UDG counter: -11%; AID inh: 31%[activator]

Results for Cc1nc(C2(NC(=O)CCn3c(=O)oc4ccccc43)CCCCC2)no1 ?
UDG counter: -4%; AID inh: 11%

What do the screens show for `COCCCNC(=O)C1CCN(c2nc3ccc(Cl)cc3[nH]2)CC1`?
UDG counter: 0%; AID inh: 5%

What do the screens show for `O=C1CSC2(C(=O)Nc3ccccc32)N1c1cc(Cl)cc(Cl)c1` (configuration not stated)?
UDG counter: -3%; AID inh: -12%

What do the screens show for `CC(=O)Nc1nonc1-c1nnc(SCc2ccccc2C)n1C`?
UDG counter: 12%; AID inh: 7%

Results for Cc1c(C(=O)N(Cc2cccc(F)c2)C2CCS(=O)(=O)C2)oc2cc(Br)ccc12 (configuration not stated) ?
UDG counter: -14%; AID inh: inconclusive

What do the screens show for `COc1ccc(C2c3c(-c4ccccc4O)n[nH]c3C(=O)N2CCCO)cc1OC` (configuration not stated)?
UDG counter: 3%; AID inh: 4%

Results for COc1cc(/C=C(/C#N)c2nc3ccccc3[nH]2)ccc1OCCc1ccccc1 ?
UDG counter: 11%; AID inh: -9%

(cont.)
Results for CCc1ccc(NC(=O)CSc2nccn2-c2ccc(F)cc2)cc1 ?
UDG counter: -7%; AID inh: 3%

What do the screens show for `CC(C)Nc1nc(C(=O)Nc2ccc(Cn3cncn3)cc2)cs1`?
UDG counter: -7%; AID inh: -6%

Results for CC(=O)Nc1ccc(NC(=O)Nc2ccc(Cl)cc2)cc1 ?
UDG counter: 7%; AID inh: 0%

What do the screens show for `COc1ccccc1N1CCN(CCCNC(=O)c2cnn(-c3cccc(Cl)c3)c2C2CCN(C(=O)OC(C)(C)C)CC2)CC1`?
UDG counter: inconclusive; AID inh: inconclusive

Results for O=C(CCCn1c(=O)c2ccccc2n(Cc2ccc(F)cc2Cl)c1=O)NCCc1ccc(Cl)cc1 ?
UDG counter: 5%; AID inh: 5%

What do the screens show for `CCOc1cc(/C=N/O)ccc1OCC(N)=O`?
UDG counter: 2%; AID inh: -3%

How did CC(C)c1ccc(NC(=O)COC(=O)/C=C/c2cccc3cccnc23)cc1 do in these assays?
UDG counter: 6%; AID inh: -2%

How did Cc1cc(Cl)cc(C)c1OCC(=O)Nc1ccccc1N1CCCC1=O do in these assays?
UDG counter: 8%; AID inh: 5%

What do the screens show for `COc1ccc(C(=O)Nc2ccc3nc(SCC(=O)N4CCCC4)sc3c2)cc1`?
UDG counter: 7%[57.5 µM]; AID inh: 19%

Results for O=C(OCc1cccc2ccccc12)c1cnccn1 ?
UDG counter: -1%; AID inh: 5%

What do the screens show for `O=C(NC12CC3CC(CC(C3)C1)C2)c1ccc(-c2nc3ccccc3s2)s1`?
UDG counter: -4%; AID inh: 0%

Results for CS(=O)(=O)N1CCCC1C(=O)NC1CCCCC1 (configuration not stated) ?
UDG counter: -5%; AID inh: -1%

How did COc1ccc(-c2coc3cc(OCC(=O)OC(C)C)ccc3c2=O)cc1OC do in these assays?
UDG counter: 0%; AID inh: -4%

What do the screens show for `CCOC(=O)c1ccc(N2CCN(CC)CC2)c(NC(=O)COc2ccc(OC)cc2)c1`?
UDG counter: -4%; AID inh: 7%

How did CCOC(=O)N1CCc2c(sc3c2c(=O)n(CCc2ccccc2)c(=O)n3Cc2cc(C)ccc2C)C1 do in these assays?
UDG counter: -1%[57.5 µM]; AID inh: -1%

Results for COc1ccc(C)cc1CC(=O)NCc1nnc2ccccn12 ?
UDG counter: 3%; AID inh: -8%

Results for CC1CCCCC1NC(=O)CCCNC(=O)C(C)(C)C (configuration not stated) ?
UDG counter: 2%; AID inh: 1%

How did COc1cccc(NC(=O)CSc2nc(Cl)nc3nc[nH]c23)c1 do in these assays?
UDG counter: 0%; AID inh: -5%

What do the screens show for `CCn1cc(-c2cc(C(=O)OC)c3ccccc3n2)c(C)n1`?
UDG counter: -3%; AID inh: -6%

How did Cc1[nH]c2ccccc2c1C(c1ccc(Br)o1)c1c(C)[nH]c2ccccc12 do in these assays?
UDG counter: -13%; AID inh: 35%[activator]

How did CCOC(=O)c1c(C)[nH]c(C)c1S(=O)(=O)N1CCC(C(=O)Nc2cc(C)ccn2)CC1 do in these assays?
UDG counter: 3%; AID inh: -5%

Results for Cc1ccc(S(=O)(=O)OCCCCOS(=O)(=O)c2ccc(C)cc2)cc1 ?
UDG counter: -4%; AID inh: 8%

How did Cc1ccc(S(=O)(=O)Nc2cc3c(cc2N2CCOCC2)n(C)c(=O)n3C)c(C)c1 do in these assays?
UDG counter: 2%; AID inh: 89%[activator]

How did O=C(Cn1nc(Cc2cccnc2)c2ccccc2c1=O)N1CCN(c2ccc(F)cc2)CC1 do in these assays?
UDG counter: -4%[57.5 µM]; AID inh: -16%

How did N#Cc1ccc(Oc2cccc(F)c2)cc1 do in these assays?
UDG counter: 3%; AID inh: 2%

What do the screens show for `Cc1cccc(C)c1NC(=O)C(=O)NCC(c1cccnc1)N1CCc2ccccc21` (configuration not stated)?
UDG counter: 35%[activator]; AID inh: 23%

What do the screens show for `Cc1c(Cl)cccc1NC(=O)C(C)N(c1ccccc1)S(C)(=O)=O` (configuration not stated)?
UDG counter: -2%; AID inh: 20%

Results for COc1ccc(NC(=O)CCc2c(C)nc3cc(-c4cccc(F)c4)nn3c2C)cc1Cl ?
UDG counter: -19%; AID inh: inconclusive

How did C/C(=N\NC(=O)c1cccs1)c1cccc(C)c1 do in these assays?
UDG counter: -7%; AID inh: -2%

Results for Cc1nc2c(cc(OCc3ccc(F)cc3)c3ccsc32)s1 ?
UDG counter: -9%; AID inh: 8%

What do the screens show for `CCOC(=O)c1c(C)oc2ncnc(Nc3ccc(F)cc3Cl)c12`?
UDG counter: -1%; AID inh: 31%[activator]

How did Cc1ccccc1-c1nc(CS(=O)CC(=O)N2CCN(c3cc(Cl)ccc3C)CC2)c(C)o1 (configuration not stated) do in these assays?
UDG counter: -14%; AID inh: inconclusive

How did CCOC(=O)c1cccc(NC(=O)c2ccc3c(Cl)c4c(nc3c2)CCC4)c1 do in these assays?
UDG counter: -2%; AID inh: -7%

What do the screens show for `O=C(NCCc1ccccc1)Nc1ccc(CN2CCOC2=O)cc1`?
UDG counter: -4%; AID inh: -11%

Reprinted at random: two compounds from above
What do the screens show for `CC(=O)Nc1nonc1-c1nnc(SCc2ccccc2C)n1C`?
UDG counter: 12%; AID inh: 7%

How did Cc1ccc(S(=O)(=O)Nc2cc3c(cc2N2CCOCC2)n(C)c(=O)n3C)c(C)c1 do in these assays?
UDG counter: 2%; AID inh: 89%[activator]
